# Screening data: PubChem BioAssay, several laboratories
# MKP-1 inh – MKP-1 phosphatase inhibitors, primary screen, biochemical, in vitro; Dual specificity protein phosphatase 1 (Homo sapiens), P28562; recombinant MKP-1, OMFP hydrolysis fluorescence; inhibition, %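 (compounds tested at a single concentration somewhere between 10 and 100 µM)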; 65,000 tested, 0.15% active; AID 374, 2006;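 active = inhibition above about 50%, limit read from the data; inconclusive = inhibition over screen mean plus 3 SD, below that limit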;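 note: 0% = DMSO max control wells and 100% = wells with enzyme stopped by NaOH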
# RORA act – activators of orphan receptor RORA, primary screen, cell-based, luminescence. CHO-K1 Gal4-RORA LBD luciferase reporter; percent increase over mock-subtracted basal signal. Nuclear receptor ROR-alpha (Homo sapiens), P35398. activation, % at 10 µM. 65,000 tested, 1.5% active. AID 560, 2006;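 active = activation above the mean of all tested compounds plus 3 SD, cut at about 49% in these data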;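 note: 0% = DMSO-treated RORA cells and 100% = added signal equal to DMSO minus mock-transfected cells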
# Target sequence (P35398 whole entry, looked up, the tested form may be a part): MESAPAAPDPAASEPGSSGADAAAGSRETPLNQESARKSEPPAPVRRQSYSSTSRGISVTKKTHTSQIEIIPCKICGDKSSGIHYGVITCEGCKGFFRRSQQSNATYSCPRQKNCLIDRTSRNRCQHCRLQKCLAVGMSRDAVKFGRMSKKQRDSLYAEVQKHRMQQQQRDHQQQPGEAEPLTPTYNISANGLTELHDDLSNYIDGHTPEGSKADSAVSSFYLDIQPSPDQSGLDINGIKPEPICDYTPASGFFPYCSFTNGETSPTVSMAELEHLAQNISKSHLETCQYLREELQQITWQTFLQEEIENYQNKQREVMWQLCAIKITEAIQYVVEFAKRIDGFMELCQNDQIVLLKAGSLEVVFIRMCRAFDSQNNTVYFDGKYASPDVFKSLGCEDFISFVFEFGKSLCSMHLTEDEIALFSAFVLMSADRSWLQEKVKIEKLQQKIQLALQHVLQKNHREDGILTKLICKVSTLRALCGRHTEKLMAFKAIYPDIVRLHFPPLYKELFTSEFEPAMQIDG
# Hsp90 block – tumor Hsp90 inhibitors, primary screen, cell lysate, fluorescence polarization, NCI-N417 lysate | AID 429, 2006 | Heat shock protein HSP 90-alpha (Homo sapiens), P07900 | 64,000 tested, 0.35% active | inhibition, % at 30 µM | Cy3B-geldanamycin FP displacement;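 active = inhibition above 50%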;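 note: 0% = tracer plus lysate wells and 100% = tracer alone without lysate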
# TNAP act mid DEA – human TNAP enzyme activators, primary screen, biochemical, luminescent, intermediate phosphate acceptor level. Alkaline phosphatase, tissue-nonspecific isozyme (Homo sapiens), P05186. purified TNAP, CDP-star luminescence, 100 mM DEA, 30 min; active compounds read high; scale: 0 levamisole-inhibited, 1 vehicle-only enzyme. activation factor at 20 µM. 64,000 tested, under 10 active. AID 813, 2007;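 active = activation factor of at least 2 at 20 µM, relative to controls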
# Target sequence (P05186 whole entry, looked up): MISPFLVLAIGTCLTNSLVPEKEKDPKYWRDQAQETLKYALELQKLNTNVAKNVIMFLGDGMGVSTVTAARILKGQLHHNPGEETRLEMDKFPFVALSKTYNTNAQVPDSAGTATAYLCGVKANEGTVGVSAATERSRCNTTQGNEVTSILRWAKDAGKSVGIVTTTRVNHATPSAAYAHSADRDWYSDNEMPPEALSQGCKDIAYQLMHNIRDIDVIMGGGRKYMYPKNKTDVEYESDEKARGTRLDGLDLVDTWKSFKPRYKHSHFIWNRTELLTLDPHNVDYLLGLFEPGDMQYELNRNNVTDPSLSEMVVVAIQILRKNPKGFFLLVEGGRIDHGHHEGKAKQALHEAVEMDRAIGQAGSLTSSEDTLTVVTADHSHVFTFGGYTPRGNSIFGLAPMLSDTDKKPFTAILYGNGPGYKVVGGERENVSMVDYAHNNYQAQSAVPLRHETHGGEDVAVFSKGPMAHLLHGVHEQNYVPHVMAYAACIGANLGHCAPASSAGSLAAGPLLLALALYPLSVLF
# SF-1 act – activators of human SF-1, primary screen, cell-based, CHO-K1, Gal4-SF-1 LBD, luciferase luminescence; Steroidogenic factor 1 (Homo sapiens), Q13285; CHO-K1 Gal4-SF-1 LBD luciferase reporter; % increase over DMSO SF-1-specific signal; activation, % at 10 µM; 65,000 tested, 1.9% active;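 active = activation above the mean activation of all tested compounds plus 3 SD, cut at about 50% in these data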
#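 Material: CHO-K1 cells with Gal4–hSF-1 LBD chimera plus Gal4-driven luciferase / Input: 4,000 CHO-K1 cells per well / Incubation: compound exposure 20 h at 37 °C / Signal: luminescence read 15 min after SteadyLite luciferase reagent, after room-temperature equilibration / Read-out: percent activation versus DMSO / Benchmarks: DMSO negative control and −SF1 background wells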
# FXIIa inh mix – human factor XIIa inhibitors, primary screen, biochemical, pooled compound mixtures, fluorogenic substrate; Coagulation factor XII (Homo sapiens), P00748; purified FXIIa; inhibition, % at 5 µM; 62,000 tested, 0.2% active; in the data active = inhibition above about 20%, passing the limit was not always enough;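 note: 0% = enzyme without compound and 100% = no enzyme blank; some results filed as inactive read as strong as hits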
# Her2 expr inh – inhibitors of Her2 protein expression, primary screen, SKBR-3 cells, AlphaScreen, 66K library | Receptor tyrosine-protein kinase erbB-2 (Homo sapiens), P04626 | SKBR-3 HER2 protein level, 18-24 h; active compounds read low | HER2 level % of control, % at 10 µM | 65,000 tested, 0.69% active | AID 645, 2007;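 active = HER2 level under 5% of the carrier-only control; inconclusive = no clear call, values can overlap the other calls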;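 note: 100% = DMSO carrier and 0% = 500 nM PU-H71 HSP90 inhibitor; lower value means stronger loss of Her2 protein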
# D1 allo mod – D1 CRE-luciferase signal change, two-sided – cell-based, HEK293 D1, dopamine EC30, D1 allosteric modulator project, primary screen; 58,000 tested, 5.9% active; dopamine EC30 potentiation; actives deviate in either direction; B-score at 10 µM; D(1A) dopamine receptor (Homo sapiens), P21728; AID 641, 2007;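 active = luminescence count or its row- and column-corrected plate score outside the 99.7% band of the plate's sample wells, on either side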
# Cdc25B inh – inhibitors of Cdc25B phosphatase catalytic domain, primary screen, biochemical, OMFP fluorescence | M-phase inducer phosphatase 2 (Homo sapiens), P30305 | 65,000 tested, 0.1% active | recombinant Cdc25B, OMFP fluorescence Ex485/Em525 | inhibition, %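 (compounds tested at 10 µM final in the well)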; in the data active = inhibition above about 50%
# * hit, by the source's call; ? = inconclusive; nt = not tested or not shown; & = joins results of further samples.
SMILES,MKP-1 inh,RORA act,Hsp90 block,TNAP act mid DEA,SF-1 act,FXIIa inh mix,Her2 expr inh,D1 allo mod,Cdc25B inh
Cc1cc(OCC(=O)OC(C)C)c2c3c(c(=O)oc2c1)CCCC3,2,-10,-1,0.9,1,2,103,1.6,-6
O=C(COc1ccc(Br)cc1)N1CCN(C2CCCC2)CC1,7,8,0,1,11,-4,85,0.28,-9
C=CCOC(=O)C1=C(C)OC(N)=C(C(=O)OCC)C12C(=O)N(CC(N)=O)c1ccccc12 (stereo not given),-2,-8,-2,1,-7,-2,90,2,18
CCCCn1c(O)c(C(C)=NCCN2CCCCC2)c(=O)[nH]c1=O,4,-29,-4,0.9,-12,3,?,-0.98,7
CC(=O)Nc1ccc(OC(=O)N(C)c2ccccc2)cc1,4,-2,-2,0.9,17,10,109,0.42,8
Cc1ccc(Cn2c(C)c3cnn(CC(=O)N4CCC5(CC4)OCCO5)c(=O)c3c2C)cc1,1,4,-3,0.9,13,-14,85,0.57,-9
Cc1ccc2c(c1)C1CN(C)CCC1N2C(=O)c1ccc(Br)o1 (stereo not given),5,-16,-3,1,5,4,100,-3.1*,8
O=c1[nH]c(=O)n(C2CCCCCC2)c(O)c1C=NCCCN1CCOCC1,-4,-7,-4,0.9,-12,9,89,-0.03,0
COc1cccc(OCC(=O)N2CCN(C)CC2)c1,0,-4,-6,1,-10,5,102,nt,-4
Nc1ncc(P(=S)(N2CCOCC2)N2CCOCC2)s1,-22,-31,-2,0.9,-6,nt,127,0.53,23
N#Cc1cc2c(nc1SCC(=O)Nc1ccc(Cl)cc1)C1CCN2CC1,-21,21,-1,1.1,19,3,75,0.13,-8
Cc1sc2ncn(CC(=O)N3CCC4(CC3)OCCO4)c(=O)c2c1C,2,-5,1,0.9,-2,3,80,0.27,2
COc1ccc2c(c1)c(C(=O)O)c(C)n2CC(C)C,-21,-29,-2,0.8,6,nt,80,nt,21
O=C1NCCN2CCCC12 (stereo not given),-28,-24,-4,0.8,12,nt,81,nt,-11
O=C(NCC(c1cccnc1)N1CCN(c2ccccc2F)CC1)Oc1ccccc1 (stereo not given),-16,-9,-5,1,13,3,101,-1.6,-5
COc1ccccc1CN1CCCCC1c1cccnc1 (stereo not given),5,10,-15,0.9,-6,0,84,-0.43,-10
CC1(C)CC2(CCO1)NCCN1C(=O)CSC12 (stereo not given),-19,-6,-8,0.9,31,4,111,1.1,-2
CCOCCN1CCC(OC(C)=O)C(C)C1 (stereo not given),-16,-8,-5,0.9,11,6,84,nt,-13
Cc1ccc(C)c(C2(O)CC(C)N(C)CC2C)c1 (stereo not given),-11,-12,-2,0.8,21,0,118,-0.78,3
COc1ccccc1-n1c(O)c(C=NCc2ccc3c(c2)OCO3)c(=O)[nH]c1=O,-5,22,-10,0.9,3,9,99,0.92,-2
CC(C)CCNC(=O)c1c(N)n(CC2CCCO2)c2nc3ccccc3nc12 (stereo not given),nt,20,nt,0.9,6,9,nt,nt,nt
O=c1[nH]c(=O)n(Cc2ccccc2)c(O)c1C=NCCCO,-4,1,0,1,12,0,80,-1.4,-12
CN1CCN(CC(=O)Nc2ccc(Cl)cc2C(=O)c2ccccc2)CC1,1,-9,1,0.9,-7,-21,83,-0.13,-10
Cc1nc2cc(C(F)(F)F)ccc2n1C1CCN(Cc2nnnn2Cc2cccs2)CC1,15,-5,nt,0.9,1,-4,nt,0.22,-27
CCc1ccc(OCCCN=C(C)c2c(O)n(C)c(=O)n(C)c2=O)cc1,-3,-8,-5,1,-14,3,68,-0.27,-12
CCOc1cccc(C2NCc3ccccc3-n3cccc32)c1O (stereo not given),-6,-15,0,0.9,-12,7,54,0.076,-3
Cc1ccc(-n2c(O)c(C=Nc3ccccc3N)c(=O)[nH]c2=O)cc1C,0,55*,5,1,46,-8,87,-0.0047,3
Cc1nn(C2CCOC(C)(C)C2)c2c1C(c1ccc3c(c1)OCO3)SCC(=O)N2 (stereo not given),8,-7,nt,0.9,-10,11,71,nt,-7
O=C(CCc1nc(-c2ccccc2F)no1)N1CCC2(CC1)OCCO2,11,-26,1,0.9,-10,-17,77,-0.31,-7
c1ccc(C2CC3CC4(CCCC4)N2O3)cc1 (stereo not given),-4,8,-2,1,-4,10,121,-0.38,-14
CN(C)c1ccc(CN2CC=C(c3ccc(F)cc3)CC2)cc1,-1,11,-4,0.9,-3,5,59,-0.89,-13
Cc1ccc2c(c1)C1CN(C)CCC1N2C(=O)Cn1cnc2c1c(=O)n(C)c(=O)n2C (stereo not given),22,-7,-3,0.9,-4,16,108,-0.84,-18
CCN(CC)CCCC(C)N=C(c1ccccc1)c1c(O)n(C)c(=O)n(C)c1=O (stereo not given),-29,13,3,0.9,-2,nt,94,nt,13
CCCCC1(CN2CCCC2=O)C(=O)NC(=O)NC1=O,-18,-11,1,1,-5,0,112,nt,-5
O=C(NC1CC1)C1CSC(c2cccnc2)=N1 (stereo not given),2,-2,-5,0.9,-8,2,80,2.6,-10
O=C(Cc1ccccc1)Oc1ccccc1N1C(=O)CCC1=O,-6,-12,-5,0.9,1,3,68,-0.062,-15
CN1CCN(C(=O)Cc2nc3ccccc3[nH]2)CC1,-16,6,-4,0.9,-5,3,98,0.35,-4
O=C(c1cc(-c2cccnc2)nc2ccc(Cl)cc12)N1CCC2(CC1)OCCO2,8,6,-18,0.9,0,5,78,-0.54,4
CC(C)n1cc(C(=O)N(CC(=O)NC2CCCC2)Cc2ccccc2)cn1,-10,-4,-4,0.9,-6,-21,85,-0.51,2
O=C(Cc1ccccc1)OCn1nnc2ccccc2c1=O,-16,-19,0,nt,-15,nt,54,0.0019,-15
c1ccc2oc(N3CCNCC3)nc2c1,2,-21,-2,1,-8,-2,86,-0.54,19
CN1CCC(N(C)c2nc(-c3ccccc3)nc3ccccc23)CC1,-23,5,-5,1,18,2,140,-0.52,-1
O=C(C1CC(=O)N(C2CCCCC2)C1)N1CCC2(CC1)OCCO2 (stereo not given),7,18,1,0.9,-6,4,86,0.11,-5
CCCCP(=O)(O)c1ccccc1,5,-7,-2,1,-14,-5,166,-0.5,-15
O=c1c2ccccc2nc(CN2CCCCCC2)n1-c1ccc(F)cc1,-3,-7,-3,0.8,2,7,101,nt,-8
CCOC(=O)c1c(C)n(Cc2ccccc2)c2ccc(OCC(O)CN3C(=O)CNC3=O)cc12 (stereo not given),39,5,-9,1,20,7,91,10*,-11
C=CCn1c(O)c(C(CC)=NCCCO)c(=O)[nH]c1=O,-29,11,4,1,16,2,140,0.013,-1
CC(=O)N1CCC2(CC1)CC(=O)c1cc(OCC(=O)N3CCN(C)CC3)ccc1O2,4,-7,-2,0.9,-5,-3,77,-0.62,-18
Cc1cccnc1-n1c(CN2C(=O)c3ccccc3C2=O)nc2ccccc2c1=O,-6,-4,0,0.9,15,-8,107,-0.81,-8
CC1=CC(=O)C2=C(C)CC(O)C3C(C)C(=O)OC3C12 (stereo not given),-33,2,-1,0.9,-10,3,105,-0.14,2
CCCC(C)n1[nH]c(=O)c2c1NC(=O)CSC2c1ccc(OC)c(OC)c1 (stereo not given),7,-12,2,1,6,-1,102,0.35,0
O=C(Nc1cccnc1)c1c(O)c2c(n(Cc3ccccc3)c1=O)CCCC2,-16,-3,0,1,-12,6,17,nt,1
CCCCn1c(O)c(C(CC)=Nc2ccc(OCC)cc2)c(=O)[nH]c1=O,-15,-4,1,0.9,-5,6,88,-0.016,-10
COc1cccc(OC)c1C1=NCC(=O)Nc2c1oc1ccc(Br)cc21,-4,-62,5,0.9,-15,3,55,0.18,-2
CN(C)C(=O)Oc1ccc(OC(=O)N(C)C)cc1,5,0,-3,0.9,-4,1,112,-0.61,3
O=C1C2CCCN2C(c2cccnc2)N1c1cccc(Cl)c1 (stereo not given),5,-24,-2,1,-6,12,93,-0.54,-6
CC(C(N)=O)N1CC(c2ccc(Cl)cc2)CC1=O (stereo not given),-11,-7,1,0.9,9,4,100,0.82,4
Nc1ccccc1N=Cc1c(O)n(CCC2=CCCCC2)c(=O)[nH]c1=O,-37,44,-2,1,78*,-1,89,0.55,3
CC(=O)Nc1ccccc1OC(=O)N(C)C,-15,-4,-1,0.9,-3,6,65,-0.13,5
Cc1cccc(NC(=O)CSc2nnc([C@@H](N)Cc3c[nH]c4ccccc34)o2)c1C,1,5,-5,1,13,-1,121,-0.018,1

# Structural class: the compounds so far containing an aryl methoxy group.
SMILES,MKP-1 inh,RORA act,Hsp90 block,TNAP act mid DEA,SF-1 act,FXIIa inh mix,Her2 expr inh,D1 allo mod,Cdc25B inh
COc1cccc(OCC(=O)N2CCN(C)CC2)c1,0,-4,-6,1,-10,5,102,nt,-4
COc1ccc2c(c1)c(C(=O)O)c(C)n2CC(C)C,-21,-29,-2,0.8,6,nt,80,nt,21
COc1ccccc1CN1CCCCC1c1cccnc1 (stereo not given),5,10,-15,0.9,-6,0,84,-0.43,-10
COc1ccccc1-n1c(O)c(C=NCc2ccc3c(c2)OCO3)c(=O)[nH]c1=O,-5,22,-10,0.9,3,9,99,0.92,-2
CCCC(C)n1[nH]c(=O)c2c1NC(=O)CSC2c1ccc(OC)c(OC)c1 (stereo not given),7,-12,2,1,6,-1,102,0.35,0
COc1cccc(OC)c1C1=NCC(=O)Nc2c1oc1ccc(Br)cc21,-4,-62,5,0.9,-15,3,55,0.18,-2

# Following part
SMILES,MKP-1 inh,RORA act,Hsp90 block,TNAP act mid DEA,SF-1 act,FXIIa inh mix,Her2 expr inh,D1 allo mod,Cdc25B inh
CCOP(=O)(C#CC(C)(C)C)C(O)(c1ccccc1)C(F)(F)F (stereo not given),1,-6,2,0.9,7,1,130,-0.45,-6
CC12CN3CC(c4ccccc4)(CN(C1)C31CCCCC1)C2=O,2,-11,-13,0.9,29,4,89,-0.53,-1
FC(F)(F)/C(=N\P(=S)(N1CCOCC1)N1CCOCC1)N1CCOCC1,-1,-6,nt,0.9,3,11,72,-0.59,4
CN(C(=O)Oc1cccc2cccnc12)c1ccccc1,3,-12,-2,0.9,-9,-2,95,0.23,-2
NCC1(CC(=O)O)CCCCC1,-10,-13,-5&-2,0.9,-11,16,95,2.8,-24
CCCC1(CCC)C(=O)NC(=NCc2ccccc2)NC1=O,11,8,-5,0.9,9,2,5,-0.32,-13
O=C(CCn1c(=O)oc2ccccc21)N1CCC2(CC1)OCCO2,6,-10,-2,1,1,8,86,0.13,-5

# This is a subset; count on the stated rates, not on these rows.
